XiGFP reactiv = X-chromosome reactivation activator. XiGFP mouse fibroblasts, % GFP-positive cells imaging, 3 d; cells co-treated with 5-aza-dC sensitizer; scaled so ellipticine positive control = 100%. activation, % at 7.58 µM. actives 0.055% (n = 360,000). AID 743238;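 active = mean normalized replicate activation at least 10% and every replicate at or above 10%; inconclusive = only one of the two criteria met; inactive = mean below 10% and not all replicates reach 10%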;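 also: 0% = median of on-plate neutral control wells and 100% = ellipticine 6 µM median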
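System: 68-5-11 XiGFP fibroblast line; Timing: 3 days compound exposure; Compound dosing: one concentration, pinned; Benchmarks: positive control ellipticine, 6 µM final; Buffer or medium: DMEM containing 5-aza-dC.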
INS-1E GSIS act = primary screen for activators of insulin secretion dependent on glucose, INS-1E cells, GLuc reporter luminescence; AID 743287; INS-1E GLuc reporter insulin secretion, 2-3 h; actives 0.61% (n = 370,000); activation, % at 16.6 µM;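 active = lowest replicate activation of at least 40%, so every replicate reaches that level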;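 also: 0% = median of neutral control wells and 100% = median of IBMX positive control wells; some compounds called inactive have numbers as strong as hits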
DENV2 CPE rescue = DENV2-induced cell death inhibition; actives 1.7% (n = 350,000); AID 651640; CPE inhibition, % at 9.99 µM; DENV2-infected cells, cytopathic effect rescue, plate reader; in the data active = CPE inhibition above about 20%, passing the limit was not always enough; inconclusive = no clear call, values can overlap the other calls; tested in BHK-21 cells;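 also: 0% = median of neutral control wells and 100% = median of positive control wells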
F508del corr = CFTR F508del correction in bronchial cells; CFBE cells, YFP halide quenching; stimulated with forskolin plus potentiator P3; % fluorescence drop versus neutral controls; activity (quench increase), % at 7.58 µM; actives 0.36% (n = 350,000); AID 720511;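 active = mean added fluorescence quench of at least 8% versus neutral control, with both replicates also reaching 8%; inconclusive = only one of the mean or replicate conditions met; inactive = mean below 8% and not both replicates reaching 8%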;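 also: cells transiently co-express mutant CFTR-F508del with the halide-sensitive YFP; corrector assay measuring rescue of mutant channel to the surface after 24 h compound exposure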
ARNT TACC3 PPI = ARNT/TACC3 interaction disruption. actives 0.66% (n = 390,000). AlphaScreen His-ARNT PAS-B/GST-TACC3 binding, luminescence; TACC3 fragment carries E629A point mutation. Q9Y6A5. AID 623870. inhibition, % at 9.99 µM;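 active = mean inhibition of replicates at least 50% and at least half of replicates each reaching 50%; inconclusive = half or more replicates reach 50% but mean below 50%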;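 also: 0% = complete ARNT plus TACC3 wells and 100% = ARNT alone without TACC3; many hits fall short of the cut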
ERp5 inh = blocks human ERp5 reductase activity on insulin; Q15084; ERp5 insulin aggregation, absorbance 650 nm, 90 min; inhibition, % at 9.99 µM; actives 0.05% (n = 350,000); AID 651711;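 active = mean replicate inhibition above about 25%, with every replicate also reaching it, limit read from the data, passing the limit was not always enough; inconclusive = only one of those two criteria met; inactive = neither criterion met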
Target sequence (Q15084 whole entry, looked up): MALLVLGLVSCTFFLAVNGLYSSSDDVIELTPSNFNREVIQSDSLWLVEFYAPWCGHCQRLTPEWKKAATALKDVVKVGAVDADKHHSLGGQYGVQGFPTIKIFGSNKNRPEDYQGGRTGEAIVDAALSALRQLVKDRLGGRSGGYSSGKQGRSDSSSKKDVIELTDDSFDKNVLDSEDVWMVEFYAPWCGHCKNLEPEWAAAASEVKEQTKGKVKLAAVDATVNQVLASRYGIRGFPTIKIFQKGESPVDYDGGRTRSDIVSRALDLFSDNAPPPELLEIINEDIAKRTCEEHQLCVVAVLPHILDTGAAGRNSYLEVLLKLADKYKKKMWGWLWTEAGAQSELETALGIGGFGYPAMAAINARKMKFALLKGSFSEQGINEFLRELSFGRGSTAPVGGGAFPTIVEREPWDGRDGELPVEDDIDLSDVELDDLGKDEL
EWS-Fli inh = inhibitors of EWS/Fli oncoprotein transcriptional activity. A673 NR0B1-luciferase reporter, viability-normalised. inhibition, % at 12.6 µM. actives 0.67% (n = 350,000). AID 651661;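 active = mean inhibition of at least 50% after viability correction, with every replicate also passing that limit; inconclusive = mean reaches 50% but only one of two replicates passes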;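 also: firefly luciferase signal divided by Alamar Blue viability fluorescence both relative to DMSO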
PAX8 reporter = inhibitors of PAX8 transcriptional activity in RMG-I cells | RMG-I TPO-luciferase reporter, SteadyGlo, 24 h | inhibition, % at 12.6 µM | actives 1.2% (n = 360,000) | AID 652154;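 active = mean replicate inhibition at least 60% with every replicate also reaching 60%; inconclusive = only one of the two criteria is met; inactive = mean below 60% and not all replicates reaching 60%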;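 also: luciferase light reporting Pax8 driven TPO promoter activity; plate controls were median of neutral control wells for no effect and mitoxantrone controls for full effect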
Starred values were filed as active, the others as inactive; ? = inconclusive; · = no result given.

canonical_smiles,XiGFP reactiv,INS-1E GSIS act,DENV2 CPE rescue,F508del corr,ARNT TACC3 PPI,ERp5 inh,EWS-Fli inh,PAX8 reporter
COc1ccc(OC)c2[nH]c(=O)c(CCNC(=O)c3cccs3)cc12,0.0,6,-4,2.1,-30,7,-17,-5
CNC[C@H]1Oc2ccc(NC(=O)C3CC3)cc2CC(=O)N([C@@H](C)CO)C[C@H]1C,0.0,4,7,-2.4,-5,?,-8,-17
CS(=O)(=O)N(CC(=O)N/N=C/c1ccc(OCC(=O)N2CCOCC2)cc1)c1ccccc1Cl,-0.2,0,1,·,0,2,10,5
Cc1ccc(-c2cc(C(=O)N/N=C/c3c[nH]c4ccccc34)[nH]n2)cc1,0.5,1,1,·,-1,4,39,-4
Nc1ncnc2c1ncn2[C@@H]1O[C@H](C(=O)NCC(F)(F)F)[C@@H](O)[C@H]1O,0.5,0,-2,5.5,·,1,7,11
O=C(N/N=C/c1cc(Br)c(O)c([N+](=O)[O-])c1)C(O)(c1ccccc1)c1ccccc1,0.0,0,1,1.0,·,4,3,-3
Cc1ccc(S(=O)(=O)N2CCOC2CNC(=O)C(=O)NCCc2ccc(S(N)(=O)=O)cc2)cc1 (stereo not drawn),-0.2,4,16,1.8,·,8,5,1
CCOc1cc(NC(=S)NCCCN2CCOCC2)c(OCC)cc1NC(=O)C1CC1,1.6,4,·,·,5,·,·,-11
CC(C)C(C(=O)NCc1ccccc1)N(C)Cc1ccc(Cl)c(Cl)c1 (stereo not drawn),0.0,-8,-2,-0.7,·,-3,7,-2
O=C(N/C(=C\c1ccc([N+](=O)[O-])cc1)C(=O)N1CCOCC1)c1ccco1,0.0,8,-6,-2.7,-4,-2,-4,5
O=C(C1CCCCC1)N1CC2(C1)[C@H](c1ccccc1)[C@H](CO)N2Cc1ccccc1F,0.3,-33,2,-0.5,·,4,-6,22
Cc1ccc(Cl)cc1-c1cc(C(=O)NCc2ccccc2)[nH]n1,0.1,-29,-5,-1.7,·,4,-8,4
CCc1onc(C)c1C(=O)Nc1ccc(N2CCOCC2)cc1,0.1,41*,-4,-1.1,-7,-2,-13,-10
O=C(NNC(=O)c1cc(Br)c(Br)s1)c1ccncc1,-0.1,18,-2,1.6,5,6,16,-9
C[C@H]1CN([C@@H](C)CO)C(=O)c2cc(NS(=O)(=O)c3ccccc3)ccc2O[C@@H]1CN(C)S(=O)(=O)c1ccc(Cl)cc1,-0.7,-10,·,-2.3,·,·,-5,-15
O=C(C[C@@H]1CC[C@@H](NC(=O)Nc2cc(F)ccc2F)[C@H](CO)O1)Nc1ccccc1,0.5,-7,-5,1.2,7,-3,4,·
CN1CCCCN2[C@H](CO)[C@@H](c3ccc(C#CC4(O)CCCC4)cc3)[C@@H]2C1,0.2,8,7,3.2,1,6,1,-14
CCN(C(=O)Cc1c(C(=O)O)n(C)c2ccccc12)c1ccc(F)cc1,0.2,-5,·,-3.8,1,3,-14,-4
COCC(=O)N1[C@H](CO)[C@@H](c2ccccc2-c2ccccc2F)[C@@H]1C#N,0.0,11,0,0.6,·,-3,-3,·
COc1ccc(-c2cc(=O)c3c(C)cc(O)cc3o2)cc1,0.2,4,7,-2.7,-3,3,-66,·

New compounds follow:
canonical_smiles,XiGFP reactiv,INS-1E GSIS act,DENV2 CPE rescue,F508del corr,ARNT TACC3 PPI,ERp5 inh,EWS-Fli inh,PAX8 reporter
COCCNC(=O)C1CCN(C(=O)C2CC(=O)N(c3ccc(C)cc3)C2)CC1 (stereo not drawn),0.0,8,-2,0.1,·,7,3,-4
C[C@H]1CN([C@@H](C)CO)C(=O)c2cc(NS(=O)(=O)c3cn(C)cn3)ccc2O[C@H]1CN(C)S(C)(=O)=O,0.0,23,5,-0.4,1,5,1,·
CC(C)Nc1ncnc2c1ncn2[C@H]1CN(Cc2ccco2)C[C@@H](CO)O1,0.0,4,-5,2.5,·,2,-2,-15
O=C(C[C@@H]1C=C[C@@H](NC(=O)c2ccccc2)[C@@H](CO)O1)NCCc1ccncc1,-0.3,-3,-3,1.6,-17,-1,-7,-1
N#Cc1cccc(S(=O)(=O)NNC(=O)C23CC4CC(CC(C4)C2)C3)c1,0.0,4,6,0.4,-4,2,7,-12
COCC(=O)N1CC(=O)N2[C@H](CO)[C@@H](c3ccc(C#Cc4cccnc4)cc3)[C@@H]2C1,0.1,0,4,1.3,·,2,-6,-25
CCS(=O)(=O)N1Cc2ccccc2CC1C(=O)Nc1cccc(C)c1 (stereo not drawn),0.0,27,-3,-3.0,5,4,-32,-61
Cc1noc(C)c1NC(=O)N(C)C[C@@H]1OCCCC[C@@H](C)Oc2ccc(NC(=O)c3ccccc3)cc2C(=O)N([C@@H](C)CO)C[C@H]1C,0.0,33,-4,-1.8,15,1,0,-14
O=C(C[C@H]1C=C[C@@H](NC(=O)Nc2ccc(F)cc2)[C@H](CO)O1)NCc1ccccn1,0.0,7,5,-1.0,-3,-5,-1,9
COC(=O)c1cccc(S(=O)(=O)N2CCC(c3nc4ccccc4o3)CC2)c1,·,-11,10,1.1,-4,7,11,·
CCN(CC)CCCCCC(=O)Nc1ccccc1C(=O)Nc1ccccc1,0.2,17,10,-0.2,-1,0,5,5
C[C@H](O)C#Cc1ccc([C@@H]2[C@@H](CO)N3CCCCN(CC4CCOCC4)C[C@@H]23)cc1,0.1,-2,-1,1.8,-9,1,8,-25
CCC(OC(=O)c1ccco1)C(=O)NCc1ccc(OC)cc1 (stereo not drawn),0.1,0,1,-1.4,·,0,1,7
CCN(CC)c1cc2c(c3c1ccn3C)C1CCC2O1 (stereo not drawn),0.3,6,16,1.2,·,4,-4,17
O=c1c2ccccc2nc2sc(Nc3ccc(F)cc3)nn12,0.0,5,-4,-1.0,-2,-1,-119,-173
N#CCc1cnc2ccccc2n1,0.1,0,13,-5.9,3,-4,-2,-14
O=C1CCc2cc(S(=O)(=O)N3CCC(C(=O)NC4CCCC4)CC3)ccc2N1,0.0,28,-3,-0.3,-8,0,-2,-3
CCCCC(=O)N/N=C(\C)c1cccc(NC(=O)C2CC2)c1,-0.1,-5,·,·,-6,·,·,-9
CCOC(=O)c1c(-c2ccccc2)csc1NC(=O)CSc1nncs1,-0.1,-21,·,·,3,·,·,9
Cc1noc(C)c1NC(=O)N(C)C[C@H]1Oc2c(NC(=O)Nc3ccc(F)cc3)cccc2C(=O)N([C@@H](C)CO)C[C@H]1C,0.1,3,19,-1.0,-6,-5,6,-1

More results follow.
canonical_smiles,XiGFP reactiv,INS-1E GSIS act,DENV2 CPE rescue,F508del corr,ARNT TACC3 PPI,ERp5 inh,EWS-Fli inh,PAX8 reporter
COc1ccc(C(O)c2nc(-c3cnn(C)c3)cs2)cc1 (stereo not drawn),0.0,-5,?,-0.2,·,-4,14,-1
COc1ccc(-c2ccc3[nH]c4c(c3c2)CCN2C[C@H]3[C@H](C)ON(C)[C@H]3C[C@@H]42)cc1,0.2,16,-10,1.1,·,-6,40,1
N#CCCn1nc2c(c1N)CCC2,0.6,3,3,0.0,-3,2,1,·
CCc1cccc(N(C)C(N)=Nc2cccc3ccccc23)c1,-0.1,7,4,-1.4,-1,-3,-4,-9
CCCC(=O)Nc1ccc2c(c1)OC[C@H](C)N(Cc1ccc(-c3ccccn3)cc1)C[C@@H](C)[C@H](OC)CN(C)C2=O,-0.4,-29,1,0.3,-1,-5,-10,·
COCCNC(=S)N1C[C@H]2CON(C)[C@H]2C[C@H]1c1ccccc1Br,-0.1,22,12,4.4,·,-2,4,-11
O=C(NN1C(=O)C2C3C=CC(C3)[C@H]2C1=O)c1cccnc1 (stereo partly drawn),-0.1,11,·,·,1,·,·,-15
O=C(N/N=C/c1c[nH]c2ccccc12)c1cc2ccccc2o1,0.0,-25,-9,2.9,-2,-5,1,-7
NC(CC(=O)O)c1ccc(Br)cc1 (stereo not drawn),0.4,11,·,·,-9,·,·,-7
CN1C(=O)c2cc(NC(=O)Nc3ccccc3F)ccc2OC[C@H]2O[C@@H](CC(=O)NCc3ccc(-c4ccccc4)cc3)CC[C@@H]21,0.1,7,?,1.4,15,3,-5,2
CC(C)NC(=O)N(C)C[C@@H]1Oc2cc(C#Cc3cccc(F)c3)ccc2S(=O)(=O)N([C@@H](C)CO)C[C@H]1C,-0.6,-10,5,1.1,4,-9,19,·
O=C(Nc1ccc2c(c1)OCCO2)C1CCN(c2nnnn2-c2ccccc2)CC1,·,-12,·,·,-8,-5,·,6
Nc1c(C(=O)O)cnn1-c1ccccc1,0.0,3,-1,0.1,-4,0,-8,-10
O=C(CNS(=O)(=O)c1ccccc1)N1CCN(C(=O)c2ccco2)CC1,-0.1,5,4,-2.0,-2,2,-3,-13
Cc1cccc(C(=O)OCC(=O)c2c(N)n(CC(C)C)c(=O)n(C)c2=O)c1O,-0.1,-4,-11,-6.4,-7,5,12,-2
COc1ccc2[nH]c(C(=O)N/N=C/c3ccccc3OC)cc2c1,0.1,-19,-2,6.7,4,1,-4,3
CCOC(=O)C(=O)Nc1ncc(Cl)s1,0.0,3,7,2.6,23,-1,5,21
O=C(c1ccco1)N1CCCN(Cc2nc(-c3ccc4c(c3)OCO4)no2)CC1,-0.1,-6,3,-0.6,0,-5,-10,-15
C[C@@H]1CN([C@@H](C)CO)C(=O)c2cccc(NS(C)(=O)=O)c2O[C@@H]1CN(C)S(=O)(=O)c1ccc(F)cc1,-0.1,4,·,-1.8,·,·,1,·
CCOC(=O)Cc1csc(SCc2cc(=O)oc3cc(O)ccc23)n1,0.1,22,·,·,2,·,·,26

More records.
canonical_smiles,XiGFP reactiv,INS-1E GSIS act,DENV2 CPE rescue,F508del corr,ARNT TACC3 PPI,ERp5 inh,EWS-Fli inh,PAX8 reporter
CC(=O)N1CC(=O)N=C1SCC(=O)Nc1nc(C)c(-c2ccccc2)s1,0.0,-4,-5,2.6,20,-2,-11,2
C/C(=N\NC(=O)c1cccc(F)c1)c1ccc(NC(=O)Cc2ccccc2)cc1,0.2,12,4,-0.8,3,3,·,-112
Cc1ccccc1NC(=S)N1CCCN(Cc2ccc(F)cc2)C1,1.1,-17,10,1.3,3,-6,3,-4
Cc1ccccc1OCC(=O)N/N=C/c1ccc([N+](=O)[O-])o1,0.0,-2,5,-4.7,·,0,3,18
C/C=C/c1ccc2c(c1)O[C@@H](CN(C)C(=O)NC1CCCC1)[C@H](C)CN([C@H](C)CO)S2(=O)=O,-0.4,-8,3,·,1,-2,-7,-4
CN(C)c1ccc(NC(=O)/C=C/c2ccccc2Cl)cc1,-0.1,-12,·,·,7,·,·,-132
CCOC(=O)c1c(C)[nH]c(C(=O)N2CCCC(C(=O)c3cccc(OC)c3)C2)c1C (stereo not drawn),0.2,3,-5,0.0,4,?,-10,-6
CCSc1nnc2c(n1)OC(C)(C)Nc1ccccc1-2,·,10,13,0.3,2,-3,-58,·
O=C(Nc1ccc(N2CCN(C(=O)c3ccccc3)CC2)cc1)c1cc([N+](=O)[O-])ccc1N1CCOCC1,0.1,-4,?,0.5,13,5,11,23
O=C(CSc1nc2ccc([N+](=O)[O-])cc2[nH]1)NC1CCCCCC1,0.0,-27,·,·,3,·,·,9
CC(=O)Nc1ccc(SCc2c(C)noc2C)cc1,0.0,3,3,-3.0,-14,-1,7,-2
Cc1nc2oc3ccc(F)cc3c(=O)c2cc1C(=O)NC(C)(C)C,0.4,11,2,-1.6,16,-4,-51,-65
CS(=O)(=O)Nc1ccc2c(c1)[C@H]1C[C@H](CC(=O)N3CCOCC3)O[C@@H](CO)[C@H]1O2,-0.1,-3,0,-4.0,10,0,3,·

Source: PubChem BioAssay (Broad Institute)
